All columns: NCI-60 one-dose screen, growth in % after 48 h at 10 µM unless noted; 100 = growth as untreated, 0 = no growth, -100 = all killed.
HL-60(TB) = HL-60(TB) leukemia cells; 78,000 tested, 9% active; active = growth percent below 10
* = called active by the depositor; & = joins results of further samples; [ ] = dose if it differs, or a comment. This is a subset; count on the stated rates, not on these rows.

The first 20 compounds, to show the layout:
SMILES	HL-60(TB)
CCCCOc1nc2cc(Cl)ccc2cc1/C=C/c1cc(/C=C/c2cc3ccc(Cl)cc3nc2OCCCC)n(-c2ccccc2)n1	78
CCc1nn(Cc2ccccc2)c2nc(C)c(CCc3ccccc3)c(Cl)c12	83
Fc1cnc(NC2CC2)nc1-c1cnc2ccc(N3CCOCC3)cn12	-15*
CC1(C)CC2(CC(C)(C)c3cc(O)c(O)cc32)c2cc(O)c(O)cc21	104
O=c1[nH]c(=O)c2n[nH]nc2[nH]1	93
CCOC(=O)Nc1cc(NC(=O)OCC)ncn1	78
Cn1c(=O)c2c(ncn2CCC(=O)Nc2ccc(S(N)(=O)=O)cc2)n(C)c1=O	94
CC(=O)OCCCOCCCOc1ccccc1	112
c1ccc(-c2nc3ccccc3n3cccc23)cc1	97
c1ccc(Oc2cccc3ccccc23)cc1	73
O=C(O)c1ccc(-c2nn(-c3ccc(C(=O)O)cc3)cc2CNc2ccc(Br)cc2)cc1	107
N#CC1=C(N)Oc2c(cnn2-c2ccc([N+](=O)[O-])cc2[N+](=O)[O-])C1c1ccccc1Cl (stereo not drawn)	82
CN(C)c1ccnc(CNCCSC2(c3ccc(C(F)(F)F)cc3)c3ccccc3CCc3ccccc32)c1	-42*
Cn1ccnc1C(=O)/C=C/c1ccc(CC(=O)Nc2cc(F)c(F)c(F)c2)cc1	-31*
CCC1C(=O)NC(=O)NC1=O	102
ClC1=CN(C2=NCCC2)CC1	109
CC(=O)c1sc(Nc2cccc(Nc3nc(C)c(C)s3)c2)nc1C	34
CN1CCCc2cc(/C=C3\SC(=S)N(C(Cc4ccccc4)C(=O)O)C3=O)ccc21 (stereo not drawn)	99
Cc1ccc(-c2nnc3sc(C4=Cc5ccccc5OC=C4)nn23)cc1	85
COc1nc(=S)nc(OC)[nH]1	95

The list itself, from the first entry:
SMILES	HL-60(TB)
CCCCOc1nc2cc(Cl)ccc2cc1/C=C/c1cc(/C=C/c2cc3ccc(Cl)cc3nc2OCCCC)n(-c2ccccc2)n1	78
CCc1nn(Cc2ccccc2)c2nc(C)c(CCc3ccccc3)c(Cl)c12	83
Fc1cnc(NC2CC2)nc1-c1cnc2ccc(N3CCOCC3)cn12	-15*
CC1(C)CC2(CC(C)(C)c3cc(O)c(O)cc32)c2cc(O)c(O)cc21	104
O=c1[nH]c(=O)c2n[nH]nc2[nH]1	93
CCOC(=O)Nc1cc(NC(=O)OCC)ncn1	78
Cn1c(=O)c2c(ncn2CCC(=O)Nc2ccc(S(N)(=O)=O)cc2)n(C)c1=O	94
CC(=O)OCCCOCCCOc1ccccc1	112
c1ccc(-c2nc3ccccc3n3cccc23)cc1	97
c1ccc(Oc2cccc3ccccc23)cc1	73
O=C(O)c1ccc(-c2nn(-c3ccc(C(=O)O)cc3)cc2CNc2ccc(Br)cc2)cc1	107
N#CC1=C(N)Oc2c(cnn2-c2ccc([N+](=O)[O-])cc2[N+](=O)[O-])C1c1ccccc1Cl (stereo not drawn)	82
CN(C)c1ccnc(CNCCSC2(c3ccc(C(F)(F)F)cc3)c3ccccc3CCc3ccccc32)c1	-42*
Cn1ccnc1C(=O)/C=C/c1ccc(CC(=O)Nc2cc(F)c(F)c(F)c2)cc1	-31*
CCC1C(=O)NC(=O)NC1=O	102
ClC1=CN(C2=NCCC2)CC1	109
CC(=O)c1sc(Nc2cccc(Nc3nc(C)c(C)s3)c2)nc1C	34
CN1CCCc2cc(/C=C3\SC(=S)N(C(Cc4ccccc4)C(=O)O)C3=O)ccc21 (stereo not drawn)	99
Cc1ccc(-c2nnc3sc(C4=Cc5ccccc5OC=C4)nn23)cc1	85
COc1nc(=S)nc(OC)[nH]1	95
COc1cccc(C2C3=C(COC3=O)N(CCO)c3cc4c(cc32)CCC4)c1 (stereo not drawn)	-0.4*
Nc1ccc(N)cc1 (tested in a mixture with another compound)	101
CS(=O)(=O)c1cccc(-c2c(-c3cccc(OS(N)(=O)=O)c3)nc3sccn23)c1	102
C=CCOP(=O)(OCC=C)C(=C)C	118
O=C(CBr)c1cccc([N+](=O)[O-])c1	90
COc1cccc(N=CNc2cccc(OC)c2)c1	97
CC(C)N=C(N)/N=C(/N)Nc1ccc(Cl)cc1	85
O=C1c2ccccc2C(=O)N1Cc1cc(Br)ccc1O	54
CCOC(=O)CC1(C)OCC(C)(C)CO1	101
COc1ccc(/C=C/C(=O)c2ccc(N3CCN(C)CC3)cc2)c(C(F)(F)F)c1	-25*
COc1ccc(C(=O)CSc2nc3[nH]c(=O)n(C)c(=O)c3[nH]2)cc1	96
CCCCCCCCCCCCCCCCCCCCCC(=O)O	138
Cc1ccc(NC(=O)CCCl)cc1Cl	79
Cn1cc(-c2cc3ncnc(Nc4ccc(CC(=O)Nc5cc(C(C)(C)C)on5)cc4)c3s2)cn1	58
CC1Cc2c(N(C)C)ncnc2N2CCc3cccc1c32 (stereo not drawn)	105
COc1ccc(-n2c(SCc3cc(OC)c(OC)c(OC)c3)nc3ccc(C)cc3c2=O)c(OC)c1	-44*
CCOC(=O)c1cnc2ccc(OC)cc2c1NCc1ccccc1	102
CC(C)C(C(=O)CCN(C)C)c1ccc(Cl)cc1 (stereo not drawn)	81
COc1cccc(C(=O)NNC(=O)C(=O)Nc2ccc(C)c(Cl)c2)c1	102
NC(=O)CSc1ccccc1	104
CC(=O)c1ccc(NC(=O)CSc2nnc(-c3cc(-c4ccccc4)nc4ccccc34)n2-c2ccccc2)cc1	82
O=C(Nc1ccc(F)cc1)c1ccccc1	98
Cc1nn(-c2ccc(C(F)(F)F)cc2)c(C)c1N=Nc1ccccc1	46
CCC(=O)OCC1OC(n2cnc3c(=S)nc(N)[nH]c32)C(OC(=O)CC)C1OC(=O)CC (stereo not drawn)	61
CC1CC2(C)N(CCc3cncn32)C1=O (stereo not drawn)	62
CC(C)=NNC(=O)c1ccncc1	104
CC1(C)CC[C@]2(C(N)=O)CC[C@]3(C)C(=CC[C@@H]4[C@@]5(C)C/C(=C/c6ccncc6)C(=O)C(C)(C)[C@@H]5CC[C@]43C)[C@@H]2C1	-19*[100 µM]
Cc1ccc(C2CC(c3ccc(Nc4nc(NCCO)nc(Nc5ccc(Cl)cc5)n4)cc3)=Nc3c(N)nc(N)nc3N2)cc1 (stereo not drawn)	10
CCOC(=O)c1c(C)oc2ncnc(Nc3ccc(OCc4cccc(F)c4)cc3)c12	109
CS(=O)(=O)OC1C(COC(=O)c2ccccc2)OC2C1Oc1nc(=O)ccn12 (stereo not drawn)	101
COc1ccc2nc(-c3ccc(Cl)cc3)cc(-c3nnc(SCC(=O)c4ccccc4)o3)c2c1	82
NCCCN1CCN(CCCNc2cccc3cccnc23)CC1	16
CCc1oc2ccccc2c1C(=O)c1cc(Br)c(O)c(Br)c1	53
ONC(CC(O)(NO)NO)c1ccccc1 (stereo not drawn)	107
N#C/C(=C\c1ccc(-c2ccc(Br)cc2)o1)c1nc(-c2cccs2)cs1	93
CCCCCCCCCCCCCCCC(=O)NCCO	86
c1ccc2c(c1)Cc1cc3ccccc3nc1-2	72
Cc1ccccc1NC(=S)NC(=O)c1ccccc1	91
O=C(O)/C=C\C(=O)Nc1ccc(C(=O)O)c(O)c1	101
O=c1[nH]c(=O)c2cc3ccccc3nc2[nH]1	120
(continued)
SMILES	HL-60(TB)
N#C/C(Sc1nc2sc3c(c2c(=O)n1Cc1ccccc1)CCCC3)=C1/SC=C(c2ccc(Cl)cc2)N1c1ccccc1	84
O=C(Cc1c(-c2cccc([N+](=O)[O-])c2)n(-c2ncnc3c2c(-c2ccccc2)c(-c2ccccc2)n3Cc2ccccc2)[nH]c1=O)c1ccc(Cl)c(Cl)c1	12
COc1cc2c(c(OC)c1OC)C1(NCC2)C(=O)N(Cc2ccc(C)cc2)c2ccccc21 (stereo not drawn)	113
Cc1c(Cn2c(C)nc3c(C(=O)O)cc(N4CCOCC4)cc32)cccc1C(F)(F)F	79
C/C(=N/NC(N)=S)c1ccc(Nc2nc(SCC(C)C)nc(-c3ccc(F)cc3)c2C#N)cc1	74
CSc1nn2c(-c3cc4ccccc4oc3=O)ccnc2c1C#N	100
CC1(c2ccc(F)cc2)OC(=O)c2c1ccc1ccccc21 (stereo not drawn)	89
CC1(C)C(=O)/C(=C\c2ccccc2[N+](=O)[O-])C[C@]2(C)[C@H]3CC[C@@H]4[C@@H](C(=O)/C=C/c5ccccc5[N+](=O)[O-])CC[C@@]4(C)[C@]3(C)CC[C@@H]12	75
O=C1C(=O)c2ccccc2C(O)=C1C1=C(O)c2ccccc2C(=O)C1=O	96
COc1ccc2c(c1)c(-c1nonc1-c1cn(C3O[C@H](COC(C)=O)[C@@H](OC(C)=O)[C@H](OC(C)=O)[C@H]3OC(C)=O)c3ccc(OC)cc13)cn2C1O[C@H](COC(C)=O)[C@@H](OC(C)=O)[C@H](OC(C)=O)[C@H]1OC(C)=O (stereo partly drawn)	102
CCN(CC)CCOC(=O)N1c2ccccc2Sc2ccccc21	88
Oc1ccc2nc3nc4ccc[nH]c4cc3c2c1	65
COc1ccc2c(ccc3c(C(=O)/C=C/c4ccc(N(C)C)cc4OC)cc(C(=O)c4ccc(Br)cc4)n32)c1	95
O=C(Nc1cccc(C2=NCCN2)c1)c1ccc(-c2ccc(C(=O)Nc3cccc(C4=NCCN4)c3)cc2)cc1	16
O=S1(=O)CCN(C2CCCCCCC2)CC1	115
O=S(=O)(C/C(=N/O)c1ccc(Cl)cc1)c1ccccc1	97
CCCCNC(=O)NS(=O)(=O)c1ccc(CCl)cc1	106
CCOC(=O)C(=O)c1ccccc1	100
CCCCCCN1C(=O)C2C/C(=C\N(C)C)C(=O)N2C1N(C)C (stereo not drawn)	96
O=C1c2ccccc2C(=O)N1CNc1cccc(NCN2C(=O)c3ccccc3C2=O)c1	58
C/C(=C\CCc1ccoc1)CC/C=C(\C)CCCN1CCN(CCO)CC1	85
COc1cc(F)c(-c2nc3c(C)cccc3[nH]2)c(F)c1	63
c1cc(N2CCCCC2)nc(N2CCCCC2)n1	57
CCOC(=O)C1=C(C)NC(=S)NC1c1ccc2c(c1)OCO2 (stereo not drawn)	96
COc1cccc2c(N=NC(=O)c3ccc(S(N)(=O)=O)cc3)c(O)[nH]c12	98
CC[C@H](C)[C@H]1NC(=O)[C@@H]([C@H](O)C(C)C)NC(=O)[C@@H](C)N(C)C(=O)[C@H](C)N(C)C(=O)[C@H](CC(C)C)NC(=O)[C@H](CC(C)C)N(C)C(=O)[C@H](C)N(C)C1=O	-19*
CN1C(=O)N(C)C2(c3ccccc3)NN3C(=O)C=C(c4ccccc4)SC3=NC12c1ccccc1 (stereo not drawn)	90
Brc1ccc(-c2ccnc3c2c(-c2ccccc2)nn3-c2ccccc2)cc1	101
N#C/C(=C\NC(=S)NCc1ccccc1)c1nc2ccccc2s1	93
C[C@H](C(=O)N[C@@H](Cc1ccc(-c2ccc(S(=O)(=O)O)cc2)cc1)C(=O)NC1CC(C)(C)N(C)C(C)(C)C1)c1ccc(-c2ccccc2)c(F)c1	99
C[Si](C)(O)CCl	134
COc1cc(/C=C2\CN(S(=O)(=O)c3ccccc3)C/C(=C\c3cc(CN4CCOCC4)c(O)c(OC)c3)C2=O)cc(CN2CCOCC2)c1O	110
O=C(Nc1ccccc1)OCCNC1CCCCC1	99&109
Cc1onc(-c2ccccc2)c1C(=O)N1CCCN2C(=O)c3ccccc3C21 (stereo not drawn)	107
COC(=O)C(Cc1c[nH]c2ccccc12)NC(=O)C(NC(=O)OC(C)(C)C)C(C)C (stereo not drawn)	115
O=Cc1c(-c2ccccc2)nc2sc(-c3c[nH]c4ccccc34)nn12	79
Cc1n[nH]c2ccc(Br)cc2c1=O	94
Clc1ccc(N=Cc2ccccc2)cc1	88
c1cc2c3c(ccc4c3c1CCC4)CCC2	89
CCN(CC)c1ccc2c(cc1=O)[C@@H](NC(C)=O)CCc1cc(OC)c(OC)c(OC)c1-2	-57*
COc1ccc2oc(=O)cc(-c3c(C#N)c(N)n4nc(N)c(C#N)c4c3C#N)c2c1	96
CCOC(=O)C(CC)C(=O)c1cccnc1 (stereo not drawn)	65
N#Cc1c(-c2ccccc2)cc(-c2ccccc2)n(CCCC(=O)O)c1=O	103
C1=C\CCC2OC2CC/1 (stereo not drawn)	99
Cc1ccc(-n2cnc3c(=O)[nH]cnc32)cc1	85
CCc1cc(C)cc(NC(=O)OC2CCCCC2C)c1 (stereo not drawn)	80
COc1cc(C(=O)NNC(=O)c2ccccc2O)cc(OC)c1OC	80
COc1ccc(-c2nn(-c3cccc(Cl)c3)cc2C2C(C#N)=C(N)Oc3[nH]c(=S)[nH]c(=O)c32)cc1 (stereo not drawn)	87
CCCCC(=O)Nc1c(C(=O)Nc2ccccc2)sc2nc3c(cc12)C(OC(=O)CCCC)CCC3 (stereo not drawn)	99
O=c1oc2ccc(-c3ccc(F)cc3F)cc2c(=O)n1-c1ccc(Br)cc1F	59
COc1cc(C2Nc3cc(C)c(C)cc3-n3c(C)cc(=O)n32)cc(OC)c1OC (stereo not drawn)	101
O=C1c2cccc3cccc(c23)C(=O)N1CCCCN1CCN(CCCCOc2ccc(-c3nc4ccc(N5CCOCC5)cc4[nH]3)cc2)CC1	93
O=C(CSc1nc2c(c(=O)[nH]1)CCCC2)Nc1ccc(C(=O)O)cc1	98
C[C@@H](O)[C@@H](C)O	87
N#CCCOC(=O)c1ccccc1C(=O)O	104
CC(C)N(CCC#N)c1c(N2CCOCC2)ssc1=O	117
CC1(C)CC(=O)C2=C(C1)N(c1ccc(F)cc1F)C(N)=C(C#N)C2c1ccc(Br)cc1F (stereo not drawn)	101
CCS(=O)(=O)C(C1CCCCC1)S(=O)(=O)CC	102
O=C(O)c1c(CNCc2ccccc2Cl)nc2ccc(Cl)cc2c1-c1ccccc1	78
Cc1cc(C)c2c(c1)OCN(Cc1ccccc1Cl)C2	98
Next section.
SMILES	HL-60(TB)
CC(=O)N1N=C(c2ccc3c(c2)OCO3)CC1c1ccccc1 (stereo not drawn)	98
Cc1ccc(-c2cc[nH]c(=O)c2-c2nc3ccccc3s2)cc1	99
Oc1c(CN2CCCC2)cc(COCc2ccccc2)c2cccnc12	11
CC(C)OC(=S)Nc1ccccc1	101
CC(=O)Nc1scc[n+]1Cc1ccccc1	55
OC1OCC(COc2ccc(Cl)cc2)OC1O (stereo not drawn)	103
Cc1cccc(Nc2nc(-c3cccs3)cs2)n1	87
O=[N+]([O-])c1cc(C(F)(F)F)cc([N+](=O)[O-])c1Cl	109

Source: PubChem
